Screening data from PubChem.
Apoferritin bind – binds horse apoferritin like a general anesthetic; hit rate 0.074% among 350,000; apoferritin/1-aminoanthracene competitive binding, fluorescence; AID 485281; P02791; Potency, µM (highest dose often 77.5 µM), inactives show at the highest dose activity change, negative = displacement, hits mostly inhibitors; note: potency is the fitted concentration of half-maximal effect; % is set by controls: 0 for no effect and ±100 for the full control effect; nearly all actives have a fitted effect of over 20% in size
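Steps: apoferritin (10 uM) was premixed with half-saturated 1-AMA in PBS, compounds were pin-transferred, plates stood 10 min at room temperature, fluorescence was read at 380/535 nm, and curves were fitted with a Hill equation.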
BLM inh – Bloom syndrome helicase (human) inhibition; AID 2528; hit rate 0.2% among 350,000; recombinant BLM DNA unwinding, fluorescence dequenching; P54132; Potency, µM (top dose mostly 56.1 µM), for inactives: at the highest dose activity change, negative = inhibition, actives largely listed as inhibitors;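 note: potency is the fitted concentration of half-maximal effect; plate controls were vehicle for no effect and no enzyme for full effect; nearly all actives have a fitted effect of over 35% in size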
Target sequence (P54132 whole entry, looked up): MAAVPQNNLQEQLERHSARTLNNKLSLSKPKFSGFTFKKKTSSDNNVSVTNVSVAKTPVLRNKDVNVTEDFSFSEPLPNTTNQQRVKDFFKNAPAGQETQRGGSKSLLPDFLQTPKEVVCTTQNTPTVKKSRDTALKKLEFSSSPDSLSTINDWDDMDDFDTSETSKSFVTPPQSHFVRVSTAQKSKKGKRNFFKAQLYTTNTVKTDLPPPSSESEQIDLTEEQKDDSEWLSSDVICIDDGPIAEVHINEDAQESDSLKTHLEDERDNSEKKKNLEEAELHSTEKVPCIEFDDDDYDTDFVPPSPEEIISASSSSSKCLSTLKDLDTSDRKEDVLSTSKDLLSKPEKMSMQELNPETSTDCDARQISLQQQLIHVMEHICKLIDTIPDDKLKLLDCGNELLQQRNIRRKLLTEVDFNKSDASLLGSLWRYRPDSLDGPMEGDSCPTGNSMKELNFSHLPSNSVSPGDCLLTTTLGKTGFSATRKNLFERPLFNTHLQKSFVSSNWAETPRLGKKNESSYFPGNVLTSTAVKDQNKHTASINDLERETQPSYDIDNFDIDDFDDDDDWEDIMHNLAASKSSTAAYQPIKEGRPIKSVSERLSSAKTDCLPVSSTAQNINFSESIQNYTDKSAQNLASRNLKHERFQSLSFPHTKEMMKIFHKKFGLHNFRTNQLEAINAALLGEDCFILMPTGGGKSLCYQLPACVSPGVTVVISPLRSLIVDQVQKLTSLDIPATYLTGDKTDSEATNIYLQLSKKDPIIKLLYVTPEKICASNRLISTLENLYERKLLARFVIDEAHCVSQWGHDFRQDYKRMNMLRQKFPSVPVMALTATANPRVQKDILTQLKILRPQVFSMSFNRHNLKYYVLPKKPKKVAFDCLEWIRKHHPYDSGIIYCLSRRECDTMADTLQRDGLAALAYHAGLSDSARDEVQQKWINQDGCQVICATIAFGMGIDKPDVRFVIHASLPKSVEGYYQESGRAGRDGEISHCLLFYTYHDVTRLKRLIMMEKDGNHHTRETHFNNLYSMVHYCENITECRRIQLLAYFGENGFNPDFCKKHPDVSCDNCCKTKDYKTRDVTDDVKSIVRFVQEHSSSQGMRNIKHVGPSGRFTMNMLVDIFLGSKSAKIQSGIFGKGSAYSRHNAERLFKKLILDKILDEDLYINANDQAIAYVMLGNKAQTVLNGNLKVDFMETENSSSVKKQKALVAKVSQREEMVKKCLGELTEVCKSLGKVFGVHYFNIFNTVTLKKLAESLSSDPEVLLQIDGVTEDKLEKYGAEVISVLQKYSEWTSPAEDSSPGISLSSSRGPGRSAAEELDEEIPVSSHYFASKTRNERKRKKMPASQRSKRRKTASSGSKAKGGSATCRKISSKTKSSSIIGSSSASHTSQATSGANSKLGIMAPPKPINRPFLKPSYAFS
POLB inh – blocks human DNA polymerase beta activity; P06746; Pol beta primer extension/strand displacement, fluorescence kinetic; Potency, µM (doses to about 114 µM), for inactives: at the highest dose activity change, negative = inhibition, usual class: inhibitors; hit rate 1.3% among 340,000; AID 485314; note: potency is the fitted concentration of half-maximal effect; % is set by controls: 0 for no effect and ±100 for the full control effect
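Preincubation: enzyme (10 nM) with compound, 15 min, RT. Reaction: substrate added to 50 nM final. Reads: 0 and 10 min. Analysis: normalized, Hill fit.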
POLI inh – DNA polymerase iota (human) inhibition; Q9UNA4; hit rate 1% among 390,000; Potency, µM (top dose mostly 115 µM), for the others: at the top dose activity, negative = inhibition, most hits filed as inhibitors; Pol iota fluorescent replication assay, 10 min; note: potency is the fitted concentration of half-maximal effect
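Fluorescent replication assay read twice, at 0 min and 10 min after adding 50 nM (final) substrate. Enzyme (10 nM) and compounds were first incubated 15 min at room temperature; enzyme-free buffer wells were negative controls.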
ERG-DNA inh – ERG Ets/DNA interaction inhibition; P11308; fluorescence polarization, His-ERG Ets domain / labelled DNA; Potency, µM (top dose mostly 76.9 µM), for inactives: at the top dose FP activity, negative = inhibition, actives largely listed as inhibitors; hit rate 0.028% among 370,000; active = well fitted inhibition curve with a large enough effect in the polarisation, with a control signal flat; inconclusive = small, poorly fitted or top-dose-only effect, or effect the other way, or a change in a side signal; inactive = no such curve, though single readings can be large or run the other way; the % refers to the polarisation;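 note: polarization taken with two DNA probes labelled with fluorescein and Texas red; potency is the fitted concentration of half-maximal effect; % of control where 0% means no effect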
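His-tagged ERG Ets domain (1 uM in the protein solution; 300mM KCl, 50mM Tris-HCl, 1mM EDTA, 1mM DTT, pH 7.5) received compound, then a probe mix of 5 nM fluorescein-DNA and 100nM Texas-615-DNA. Fluorescence polarization was read for both dyes.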
POLK inh – blocks human DNA polymerase kappa activity; Q9UBT6; purified Pol kappa, fluorescent DNA synthesis assay, 10 min; Potency, µM (top dose mostly 107 µM), for the others: at the highest dose activity, negative = inhibition, usual class: inhibitors; hit rate 0.53% among 400,000; AID 588579; note: potency is the fitted concentration of half-maximal effect; % is set by controls: 0 for no effect and ±100 for the full control effect
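10 nM Pol kappa was preincubated with compounds for 15 min at room temperature. Reaction started with 50 nM (final) substrate. Fluorescence read kinetically at 0 and 10 min.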
APE1 inh – blocks human APE1 abasic DNA cleavage | P27695 | recombinant APE1, TAMRA/BHQ-2 abasic DNA cleavage fluorescence | Potency, µM (top dose mostly 65.8 µM), for inactives: top-dose activity change, negative = inhibition, actives largely listed as inhibitors | hit rate 0.35% among 350,000 | AID 2517;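 note: potency is the fitted concentration of half-maximal effect; plate controls were vehicle for no effect and reference inhibitor for full effect; nearly all actives have a fitted effect of over 55% in size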
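Readout is kinetic fluorescence (ex 525, em 598 nm) from cleavage of 50 nM TAMRA/BHQ-2 THF abasic duplex by 0.75 nM APE1, compound added 15 min beforehand at RT.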
12-LOX inh – blocks human arachidonate 12S-lipoxygenase. P18054. purified 12hLO, xylenol orange hydroperoxide absorbance. Potency, µM (doses to about 108 µM), inactives show at the top dose activity change, negative = inhibition, hits mostly inhibitors. hit rate 1.1% among 580,000; note: potency is the fitted concentration of half-maximal effect; % is set by controls: 0 for no effect and ±100 for the full control effect
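Purified human 12hLO (150 nM final) in 25 mM Hepes, 0.01% Triton X-100, pH 7.0 was preincubated 15 min at room temperature with compound. Then 40 uM arachidonic acid was added, 30 min. Hydroperoxide was read by Fe-XO absorbance ratio 573/405 nm.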
TRHR ag – TRH receptor (human) agonism; AID 493084; hit rate 0.18% among 360,000; TRHR cells, calcium flux fluo-8, FDSS agonist mode; activation, % at 2 µM; P34981; in the data active = activation above about 30%; note: 0% is about no effect
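In this calcium-flux screen, cells bearing human TRHR are dye-loaded with fluo-8, baselined for 10 cycles, then exposed to library compounds; positive kinetic calcium responses during the agonist phase mark hits, with TRH as control.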
* = called active by the depositor; ? = inconclusive; · = not tested or not shown; & = joins results of further samples; [ ] = remark or other dose. Unless noted, calls come from the whole dose curve; as a rule, active = well fitted curve in the direction sought with a large enough effect; inconclusive = small, poorly fitted or top-dose-only effect, or another doubt; inactive = no such curve, though single readings can be large; an effect the other way counts as inactive or inconclusive. Only part of the results is shown; the hit share may differ from the screen's.

SMILES	Apoferritin bind	BLM inh	POLB inh	POLI inh	ERG-DNA inh	POLK inh	APE1 inh	12-LOX inh	TRHR ag
CCn1cc(C(=O)NCCCN2CCCC(C)C2)c(=O)c2cc(S(=O)(=O)N(C)C3CCCCC3)ccc21 (configuration not stated)	1%&-14%	4%&-10%	27%&4%	-4%&38%	9%&-3%	-4%&3%	5%	-4%&0%	0.2&-0.4
Cc1ccc(OCC(=O)Nc2ccc3c(c2)nc2n3CCOC2)cc1	-17%	-2%	-25%	18%	-5%	-9%	-7%	-22%	0.3
Cc1ccc(NC(=O)CSc2nc(C)c(Cc3ccccc3)c(=O)[nH]2)cc1C	-9%&-18%	-1%&0%	-19%&1%	11%&7%	9%&5%	-18%&-15%	0%	4%&-9%	-1.3&-1.4
O=C(O)CCC(=O)/C=C/c1ccccc1	-3%	-2%	5%	24%	3%	-14%	0%	?	0.6
Cc1cccc(C)c1NC(=O)CCCN1C(=O)C(c2ccccc2)Oc2cccnc21 (configuration not stated)	-9%	-4%	26%	?	-10%	5%	83%[activator]	1%	-2.7
Cc1cccc(NS(=O)(=O)c2ccc(C)c(C(=O)NCC(c3cccs3)N(C)C)c2)c1 (configuration not stated)	·	·	·	11%	0%	-9%	1%	-15%	0.9
COc1ccc(CC(=O)NC(CC(=O)O)c2ccc(OC)cc2)cc1 (configuration not stated)	-11%	2%	4%	6%	2%	4%	11%	?	1.3
CN(C)c1ncc(S(=O)(=O)c2ccccc2)c(-c2ccc(Cl)cc2Cl)n1	-9%	-7%	13%	8%	1%	-14%	-5%	2%	0.1
CCOC(=O)C1CCCN(C(=O)/C=C/c2ccc(Cl)cc2)C1 (configuration not stated)	-15%	-3%	35%	27%	-1%	-3%	2%	-4%	-1.2
COC(=O)C12OCC34C(CC5C(C)=C(O)C(=O)CC5(C)C3C(O)C1O)OC(=O)C(OC(=O)C=C(C)C)C24 (configuration not stated)	·	·	·	7%	1%	-4%	·	14%	·
Brc1cccc(-c2nnc3sc(CNCc4ccco4)cn23)c1	-17%	2%	3%	-4%	-1%	-15%	1%	14%	-0.8
O=C(Nc1cccc(NC(=O)c2ccco2)c1)c1ccccc1	-14%	-1%	13%	16%	-5%	-10%	27%	?	0.1
Cc1ccc2c(C(=O)CN3CCN(C(=O)c4ccco4)CC3)c(C)[nH]c2c1	-2%	-2%	25%	-23%[58.9 µM]	5%	-5%	1%	57%[activator]	-0.6
COc1cccc(NC(=O)CC2NCCNC2=O)c1 (configuration not stated)	-7%	-4%	-2%	-7%	-3%	-23%	·	-7%	0.7
CCOC(=O)Nc1cccc(OCC(=O)Nc2ccccc2OCC)c1	284%[activator]	0%	16%	32%[activator]	-12%	-12%	0%	0%	-1.0
CCOc1cc(NC2CS(=O)(=O)CC2O)c(OCC)cc1NC(=O)c1ccccc1 (configuration not stated)	-13%	-1%	19%	-6%	-4%	-15%	-2%	3%	0.1
CC(C)(C)C(=O)NNc1nc(-c2ccccc2)c2cc(Br)ccc2n1	?	-2%	-5%	-7%	-7%	-10%	11%	?	-1.4
COc1cc(C(=O)N/N=C/c2ccc(OC(=O)N3CCOCC3)cc2)cc(OC)c1OC	-11%	-11%	26%	-13%	-2%	-13%	2%	4%	0.4
C/C(=N\n1cnnc1)c1ccc(C#N)cc1	-5%	-2%	-24%	14%	6%	6%	-3%	-10%	0.1
CC1(OC(=O)c2ccc(Cl)nc2)C(=O)C=C2C=C3CCCN3C=C2C1=O (configuration not stated)	11%	-10%[12.4 µM]	25µM*	?	-12%	50µM*	?	?	0.3
Cc1ccc(Cc2cnc(NC(=O)CN3CCOCC3)s2)cc1Cl	-5%	-7%	0%	13%	·	-5%	-10%	7%	0.7
CCN1/C(=C\C=C(C(C)=O)C(C)=O)Sc2ccccc21	?	-4%	0%	-4%	12%	-14%	5%	-49%	12
CC(OC(=O)c1ccco1)C(=O)Nc1ccc(Cl)cn1 (configuration not stated)	-2%	-1%	1%	21%	-10%	5%	11%	-2%	-0.4
O=C(c1cccnc1)N1CCN(S(=O)(=O)c2cccs2)CC1	-3%	-2%	30%	-7%	-3%	6%	-8%	-11%	0.4
Cc1nc(CS(=O)c2ccc(Cl)cc2)cc(NCc2ccc(Cl)cc2Cl)n1 (configuration not stated)	?	-5%	3%	11%	-7%	-15%	0%	0%	-0.6
Cc1nc(NCC2CCCO2)c2nnn(Cc3ccccc3Cl)c2n1 (configuration not stated)	?	0%	16%	-7%[58.9 µM]	8%	-12%	-2%	6%	-0.3
Cc1cc(NC(=O)CSc2nc(C(C)C)nc3sc(C)c(C)c23)no1	-14%	-1%	0%	14%	-8%	-20%	-9%	10%	0.0
Cc1cccc(OCCSc2nc3ccccc3n2CC(=O)O)c1	-4%	6%	4%	-2%	7%	-1%	1%	-2%	-0.1
Cc1cc(C)c(O)c(-c2cc(C(=O)Nc3cccnc3)[nH]n2)c1	-20%	-26%	56µM*	?	6%	-11%	-3%	25%	-0.1
C/C(=N\NC(=S)NCCc1ccccc1)c1ccc(C)cc1	2%	-10%	-9%	-1%	-13%	-6%	7%	40µM*	2.2
COc1ccc2c(c1)CCc1c(C(=O)N3CCCc4ccccc43)noc1-2	-10%	-8%	-5%	3%	5%	-11%	-1%	-19%	-0.3
O=C(CC1S/C(=N/N=C2CCCCCC2)NC1=O)Nc1ccccc1F (configuration not stated)	?	-1%	-3%	11%	-3%	3%	2%	3%	0.2
Cc1ccc(-c2cc(-c3nnc(SCC(=O)NC(C)C(C)C)n3N)c3ccccc3n2)cc1 (configuration not stated)	?	-4%	21%	25%	2%	4%	11%	-2%	-0.7
O=C(COC(=O)c1ccco1)NCc1ccc(Cl)cc1	-15%	0%	-10%	17%	3%	-12%	-3%	-3%	-0.3
N#CCC(N)=C(C#N)C#N	10%	-14%	29%	-19%	7%	-3%	16%	-14%	38*
COc1ccc(OC(=O)c2cc(S(=O)(=O)N3CCCC3)ccc2Cl)cc1	-18%	-5%	-1%	9%	·	-17%	0%	15%	0.2
COc1ccc(CNC(=S)Nc2ccccc2C)cc1	-14%	-2%	21%	?	-7%	-10%	0%	?	-0.2
Cn1c(=O)c2c(nc(NCC3CCCO3)n2Cc2cccc(Br)c2)n(C)c1=O (configuration not stated)	-6%	-3%	43%	11%	6%	2%	2%	-6%	-0.1
CCOCC(=O)Nc1c(C(=O)Nc2ccc3c(c2)OCO3)oc2ccccc12	-3%	-9%	9%	43%[activator]	-5%	16%	-7%	8%	-0.4
COc1ccc(N2COC3c4cccc5cccc(c45)C32)cc1 (configuration not stated)	-14%	-25%	-13%	34%	-5%	-21%	24%	?	0.1
Cc1cccc(C(=O)NNC(=O)Nc2ccccc2)c1	-20%	0%	14%	19%	-4%	-9%	1%	-10%	0.2
COc1cccc(-c2nnc(SCC(=O)Nc3ccc4c(c3)OCCO4)n2Cc2ccco2)c1	-11%	-8%	3%	-2%	10%	-3%	14%	27%	-0.2
CCc1nnc(NC(=O)CN2CCN(Cc3ccccc3Cl)CC2)s1	-6%	0%	-21%	12%	-4%	9%	12%	?	0.0
COc1cc(OC)cc(C(=O)Nc2ccc(S(=O)(=O)N3CCCCC3c3cccnc3)cc2)c1 (configuration not stated)	1%	-6%	-17%	?	3%	-10%[60.1 µM]	·	-6%	-0.2
Cc1ccccc1-n1nc(CO)c(C(=O)NCC(c2ccccc2)c2ccccc2)n1	8%	-8%	15%	8%	-5%	4%	·	0%	0.2
CCOc1ccc(CCNC(=O)CS(=O)(=O)Cc2nc(-c3cccc(OC)c3)oc2C)cc1	-5%	1%	20%	1%	6%	1%	31%	-5%	0.8
COc1ccc(-c2c(-c3ccc(OCC(=O)NN)cc3O)n[nH]c2C(F)(F)F)cc1	-24%	13µM*	3%	0%	0%	-12%	-3%	?	0.3
COc1cccc(NC(=O)[C@@H]2CCCN2S(=O)(=O)c2cccc3cccnc23)c1	·	·	·	-17%	7%	0%	11%	-8%	-0.2
CCN(CC)c1ccc(C(=O)Nc2ccc3nc(N(CC)CC)cc(C)c3c2)cc1	726%[activator]	0%	17%	27%	2%	-13%	·	-16%	-0.3
Cc1cc(=O)n(CC(=O)NCCN2CCOCC2)c2c1c(C)nn2-c1ccccc1	-2%	3%	5%	12%	6%	2%	8%	·	0.0
COc1ccccc1N1CCN(CCCN2C(=O)C3CCCN3C2=O)CC1 (configuration not stated)	·	·	·	3%	2%	-4%	·	?	·
COc1cc(CNC2CCCC2)cc(Br)c1OCC(=O)Nc1ccccc1C	-23%	3%	6%	27%	-7%	7%	3%	16%	0.4
O=C(NCCS(=O)(=O)NCCCc1ccccc1)c1ccccc1	·	·	·	-10%	10%	5%	-9%	14%	0.0
CC(C)(C)CC(C)(C)NC1=CC(=O)OC12CCCCC2	2%	-1%	6%	7%	-3%	5%	1%	9%	0.0
COc1ccc(C(=O)O)cc1S(=O)(=O)NC(C)(C)C	4%	0%	20%	28%	-3%	2%	3%	1%	0.2

A different layout for some results above.
Screens in order: Apoferritin bind	BLM inh	POLB inh	POLI inh	ERG-DNA inh	POLK inh	APE1 inh	12-LOX inh	TRHR ag
CCOC(=O)C1CCCN(C(=O)/C=C/c2ccc(Cl)cc2)C1 (configuration not stated)
 : -15%	-3%	35%	27%	-1%	-3%	2%	-4%	-1.2
COC(=O)C12OCC34C(CC5C(C)=C(O)C(=O)CC5(C)C3C(O)C1O)OC(=O)C(OC(=O)C=C(C)C)C24 (configuration not stated)
 : ·	·	·	7%	1%	-4%	·	14%	·

An excerpt from above in order of their number in Apoferritin bind, ascending:
Molecule	Apoferritin bind
COc1ccc(OC(=O)c2cc(S(=O)(=O)N3CCCC3)ccc2Cl)cc1	-18%
O=C(COC(=O)c1ccco1)NCc1ccc(Cl)cc1	-15%
COc1cccc(NC(=O)CC2NCCNC2=O)c1 (configuration not stated)	-7%
